CAL PDZ FP-1 = untagged CAL PDZ binding inhibitors, primary screen, biochemical, fluorescence polarization, HTS. Golgi-associated PDZ and coiled-coil motif-containing protein (Homo sapiens), Q9HD26. purified CAL PDZ, TMR-peptide fluorescence polarization, 1 h. inhibition, % at 24.9 µM. 300,000 tested, 0.92% active. AID 602252, 2012;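 active = mean inhibition of at least 30% with at least half of replicates also reaching 30%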;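 note: 0% = DMSO neutral control and 100% = excess unlabeled competitor peptide PRC23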
Arrestin-AP2 inh = inhibitors of beta-arrestin/AP2 binding, primary screen, biochemical, GPCR trafficking, flow cytometry; inhibition, % at 10 µM; AID 504490, 2011; FITC-arrestin peptide / GST-AP2 beads; AP2 beta2 appendage carries R879A mutation; 340,000 tested, 0.31% active; beta-arrestin 1 C-terminal peptide binding to AP2 beta2-adaptin appendage (human);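 active = inhibition above a set limit, near 3 SD of compounds lacking own fluorescence, cut at about 54% in these data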;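 note: plate controls were DMSO wells for no effect and 5 µM unlabelled arrestin peptide for full effect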
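Measured by: flow cytometry, FL1 (488/535 nm); Material: AP2 appendage R879A on GSH beads; Evaluation: percent response; Timing: pre-incubation 12 min, peptide binding 1 h, room temperature; Also added: 50 nM FITC-arrestin peptide; Medium: PBS with 0.05% Tween 20 and 0.1% BSA.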
DSG3 Ab inh = inhibitors of pemphigus antibody binding to DSG3, primary screen, biochemical, bead-based, flow cytometry, scFv-GFP; Desmoglein-3 (Homo sapiens), P32926; DSG3-coupled beads, scFv-anti-DSG3-GFP binding; stronger effect = lower value; 310,000 tested, 0.48% active; binding (percent of control), % at 10 µM; AID 588358, 2011;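 active = binding more than 3 SD below its plate's average and above zero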;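 note: hits lower antibody fragment binding to DSG3; some compounds called inactive have numbers as strong as hits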
Keap1 Nrf2 FP = Keap1-Nrf2 protein-protein interaction inhibitors, primary screen, biochemical, fluorescence polarization, single point; Kelch-like ECH-associated protein 1 (Homo sapiens), Q14145; Keap1 Kelch-Nrf2 peptide fluorescence polarization, 1536-well; inhibition, % at 9.4 µM; 340,000 tested, 0.15% active; AID 504523, 2011; in the data active = inhibition above about 12%;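 note: human Keap1 Kelch domain with fluorescein labeled Nrf2 9mer peptide probe; 0% = neutral control wells and 100% = peptide positive control; higher means more block of Keap1 binding to Nrf2 peptide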
Target sequence (Q14145 whole entry, looked up, the tested form may be a part): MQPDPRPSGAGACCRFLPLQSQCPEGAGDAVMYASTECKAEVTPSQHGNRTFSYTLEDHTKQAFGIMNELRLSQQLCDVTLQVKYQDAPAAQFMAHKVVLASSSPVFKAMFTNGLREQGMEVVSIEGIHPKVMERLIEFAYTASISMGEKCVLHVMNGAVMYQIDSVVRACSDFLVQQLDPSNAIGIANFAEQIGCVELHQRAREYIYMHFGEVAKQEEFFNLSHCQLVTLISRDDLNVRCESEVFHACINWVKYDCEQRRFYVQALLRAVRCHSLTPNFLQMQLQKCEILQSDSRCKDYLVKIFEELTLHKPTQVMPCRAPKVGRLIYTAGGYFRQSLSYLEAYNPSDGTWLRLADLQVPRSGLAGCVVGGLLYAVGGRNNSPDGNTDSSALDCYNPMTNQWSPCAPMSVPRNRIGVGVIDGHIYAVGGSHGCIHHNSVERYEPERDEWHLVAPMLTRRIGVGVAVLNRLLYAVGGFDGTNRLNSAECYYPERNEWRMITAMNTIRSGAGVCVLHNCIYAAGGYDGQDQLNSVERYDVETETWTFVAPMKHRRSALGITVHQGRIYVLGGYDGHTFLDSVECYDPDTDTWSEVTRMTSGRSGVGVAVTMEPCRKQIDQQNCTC
V-ATPase pH = regulators of yeast V-ATPase proton pumping, primary screen, pHLuorin cytosolic pH fluorescence; S. cerevisiae; response, % at 10 µM; 350,000 tested, 0.37% active; AID 504577, 2011; in the data active = response mostly above about 7.3%, no sharp cut-off; inactive = mostly below about 5.4%; note: actives read high; inactives centre near 0; some compounds called inactive have numbers as strong as hits
NSD2 inh = NSD2 histone methyltransferase inhibitors, primary screen, biochemical, AlphaScreen, single concentration, set 2. NSD2 peptide methylation, 120 min. inhibition, % at 12.5 µM. 310,000 tested, 0.54% active; in the data active = inhibition above about 50%
C-LANA FP = inhibitors of KSHV C-LANA binding to DNA, primary screen, biochemical, fluorescence polarization, FAM-LBS DNA, MBP-C-LANA, single point. 340,000 tested, 0.078% active. inhibition, % at 9 µM. Kaposi's sarcoma herpesvirus LANA C-terminal domain (residues 932-1162) DNA binding;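 active = highest replicate inhibition at or above 60% at 9 µM, even if other replicates fall short; inactive = all replicates below 60% inhibition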;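 note: 0% = neutral control wells and 100% = 4 µM acridine orange control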
DAGLB inhibitor = DAGLB lipase inhibitors, primary screen, biochemical, fluorescence, HTS | Diacylglycerol lipase-beta (Homo sapiens), Q8NCG7 | HEK293T DAGLB membrane lysate, EnzChek fluorogenic substrate | inhibition, % at 5.17 µM | 340,000 tested, 0.059% active; in the data active = inhibition above about 34%;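 note: 0% = enzyme with vehicle and 100% = wells lacking enzyme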
Cardiac RTF inh = cardiac RTF calcium sensitivity inhibitors, primary screen, biochemical, IANBD-TnC fluorescence, EC70 calcium; IANBD-labeled cardiac RTF, Ca2+ fluorescence; inhibition, % at 7.15 µM; 340,000 tested, 0.12% active; AID 493244, 2011;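 active = inhibition above the mean inhibition of all tested compounds plus 3 SD, cut at about 17% in these data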;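 note: assay run at fixed EC70 calcium of 1.6 mM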
CAL PDZ FP-2 = CAL PDZ peptide-binding inhibitors, primary screen, biochemical, fluorescence polarization, Cer-tagged CAL PDZ, HTS; Golgi-associated PDZ and coiled-coil motif-containing protein (Homo sapiens), Q9HD26; purified CAL PDZ, TMR-peptide fluorescence polarization, 1 h; inhibition, % at 20 µM; 330,000 tested, 0.02% active; AID 504414, 2011;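 active = highest replicate inhibition of at least 40%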;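 note: plate controls were DMSO neutral control wells for no effect and unlabeled competitor peptide control wells for full effect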
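Read-out basis: mP drop reported as inhibition | Assay system: Tagged CAL PDZ protein CerCALP, purified | Benchmarks: Unlabelled peptide for full inhibition, DMSO wells as neutral | Schedule: 1 h incubation at room temperature before polarization reading | Buffer or medium: Sodium phosphate/NaCl buffer pH 7.4 with TCEP, IgG, Thesit | Doses: Single point, 20 µM | Measured by: Fluorescence polarization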
The depositor's hits bear a star; nt = not tested or not shown. This is a subset; count on the stated rates, not on these rows.

SMILES	CAL PDZ FP-1	Arrestin-AP2 inh	DSG3 Ab inh	Keap1 Nrf2 FP	V-ATPase pH	NSD2 inh	C-LANA FP	DAGLB inhibitor	Cardiac RTF inh	CAL PDZ FP-2
CSc1nc2ccc(Cl)cc2[nH]1	nt	4	100	4	1	0	1.0	0	-4	-1.9
COc1ccccc1N1CCN(/N=C/c2cc(OC)c(OC)c(OC)c2)CC1	0	-7	110	-4	-3	6	1.9	3	4	0.0
CCOC(=O)CN1CC(C)(C)N(CC(=O)OCC)CC1(C)C	4	-6	98	0	3	-1	2.8	-1	-4	-0.5
COc1cc2c(cc1OC)C(C(=O)N1CCCC1)C(c1ccccc1F)N(C)C2=O (configuration not stated)	-4	2	102	-2	0	-1	1.5	-1	13	0.3
CC(Nc1nc(C(F)(F)F)nc2ccccc12)c1cccs1 (configuration not stated)	5	-1	nt	-4	-4	-3	-0.5	-4	2	-1.7
CCC1CCCCN1C(=O)/C=C/c1ccc2c(c1)OCO2 (configuration not stated)	nt	-10	100	0	1	33	2.1	1	-6	-1.2
O=C(NCCCc1ccccc1)c1cccc(S(=O)(=O)N2CCOCC2)c1	-4	-8	102	3	0	-2	-0.8	-2	-3	-1.2
CC(NC(=O)c1ccc(Br)o1)C1CCCO1 (configuration not stated)	-3	22	110	-1	2	1	-0.6	0	6	-0.5
CCCC1CCc2c(sc(N)c2C(N)=O)C1 (configuration not stated)	-1	14	nt	-5	-2	5	2.1	2	-7	-4.0
O=C(NCSC1=NCCS1)c1ccccc1	-2	-2	101	-3	2	1	0.6	1	2	-2.6
Cc1oc(C(N)=O)cc1COc1ccc(C(N)=O)cc1	-3	9	nt	0	-2	-2	-1.3	0	1	-0.4
COC(=O)c1cc(C(=O)NCc2ccc3c(c2)OCO3)cc([N+](=O)[O-])c1	-3	5	122	-2	-1	5	1.4	-2	-8	-1.1
Cc1ccc(S(=O)(=O)n2nc(OC(=O)c3ccccc3F)cc2N)cc1	-2	-5	nt	-49	-1	2	-0.1	6	-9	-2.5
COC(=O)c1ccc(C(=O)OC)c(NC(=O)CN(C)Cc2cccc(Cl)c2Cl)c1	-4	-4	119	0	2	-3	0.0	-17	1	-1.8
O=C(Nc1nnc(C2CC2)o1)c1ccc(S(=O)(=O)N2CCc3ccccc3C2)cc1	-2	-10	86	-2	-2	-7	0.0	3	3	-2.3
Cc1ccc(C(=O)CSc2nc(N)cc(=O)[nH]2)cc1	-2	-11	92	-5	-3	0	-0.1	0	-13	-2.7
CCOc1ccccc1N1CC(C(=O)N2CCN(Cc3ccc(C#N)cc3)CC2)CC1=O (configuration not stated)	-4	28	nt	-3	0	-2	-2.0	1	-7	0.1
COc1ccc(/C=C/C(=O)OCC(=O)N2c3ccccc3CC2C)cc1OC (configuration not stated)	nt	nt	102	nt	0	1	nt	-1	nt	nt
O=C(NCc1ccccc1)c1ccc2c(c1)C(=O)N(Cc1cccnc1)C2=O	-1	-8	106	1	2	-3	0.2	3	0	-2.4
CCOC(=O)CNC(=O)CSc1nnc(NC(=O)c2ccc(C)cc2)s1	-1	39	129	1	-2	0	1.0	0	-1	-2.2
COc1ccc(C(CNC(=O)C(C)Oc2ccc(Br)cc2)N2CCCCC2)cc1 (configuration not stated)	-6	-1	nt	-1	0	3	0.2	-1	1	-0.8
O=C1CCC[C@@H]2Cc3nc4cc5c(cc4cc3[C@@H]3CCN1[C@H]23)OCO5	-5	4	104	-1	4	nt	1.2	0	5	-2.2
O=C(NCCc1nc(-c2ccccc2)no1)c1ccco1	3	9	96	-2	2	nt	-1.5	-2	-2	-4.3
CC(C)(Cl)C1Cc2cc3ccc(=O)oc3cc2O1 (configuration not stated)	-2	31	93	-3	0	nt	3.9	1	-12	-1.7
COC(=O)C1=C(CSc2nncn2C)NC(=O)NC1c1cc(C)ccc1C (configuration not stated)	-1	10	108	-1	1	nt	-1.3	-4	-5	0.4

Next section, starting with the last two of the part before.
SMILES	CAL PDZ FP-1	Arrestin-AP2 inh	DSG3 Ab inh	Keap1 Nrf2 FP	V-ATPase pH	NSD2 inh	C-LANA FP	DAGLB inhibitor	Cardiac RTF inh	CAL PDZ FP-2
CC(C)(Cl)C1Cc2cc3ccc(=O)oc3cc2O1 (configuration not stated)	-2	31	93	-3	0	nt	3.9	1	-12	-1.7
COC(=O)C1=C(CSc2nncn2C)NC(=O)NC1c1cc(C)ccc1C (configuration not stated)	-1	10	108	-1	1	nt	-1.3	-4	-5	0.4
CC(=O)c1c(C)[nH]c(C(=O)OCc2ccccc2F)c1C	-2	-1	102	-7	1	4	1.7	2	4	-0.7
CC(=O)Nc1cc(NC(C)=O)cc(C(=O)NCC2(N3CCOCC3)CCCCC2)c1	-5	3	93	-4	7	2	-0.2	1	-1	-2.1
C=C(C)CSc1nnc2n(C)c(=O)c3c4c(sc3n12)CCC4	-2	-9	105	-4	1	2	-0.3	-1	-4	-4.1
O=C(CSc1nc2c(cnn2-c2ccc(F)cc2)c(=O)[nH]1)Nc1nccs1	-7	3	93	-4	-6	nt	-2.8	-2	2	-0.6
C=CCn1c(SCC(=O)CC(=O)OCC)nc2cc(C(=O)N3CCC(C(N)=O)CC3)ccc2c1=O	3	14	100	-4	-3	-10	-0.4	0	0	-0.1
O=C(CNC(=O)c1ccco1)N/N=C/c1c[nH]c2ccccc12	nt	44	nt	5	-3	2	0.0	1	-5	-0.9
CC(Oc1ccc(Br)cc1)C(=O)NCC(C)(C)N1CCOCC1 (configuration not stated)	nt	5	111	-4	-1	-1	0.8	3	7	-0.6
CCN(CC)S(=O)(=O)c1ccc(N/N=C/c2ccc(O)cc2)nc1	-3	-4	108	-9	0	5	0.3	2	1	-2.1
CN(C)N1C(N)=C(C#N)C(c2cccnc2)C2=C1CC(C)(C)CC2=O (configuration not stated)	-6	-10	nt	-3	0	1	3.5	1	0	nt
COc1ccc(OCC(=O)Nc2cccc(NC(=O)COc3ccc(OC)cc3)n2)cc1	nt	5	95	-1	-5	-4	-0.8	-4	-6	0.0
CCOc1cccc(NCc2cc3c(C(C)(C)C)nn(-c4ccccc4)c3[nH]c2=O)c1	-2	9	82	1	-5	0	-1.6	21	3	-1.0
O=C(N1CCOCC1)N(Cc1ccccc1)c1ccccn1	-3	2	102	-3	6	-6	-2.3	-2	4	0.6
O=C(/C=C/c1ccco1)Nc1ccc(Oc2ccc(Cl)cc2)cc1	0	2	101	-5	-3	-2	1.7	-6	-7	-1.2
Cc1cc(C)c2c(c1)-c1cc(C)nn1C(c1ccc3c(c1)OCO3)N2 (configuration not stated)	-2	7	102	-2	-3	0	-0.4	0	-7	-2.4
COc1cccc(Nc2nc(-c3sc(NC(=O)c4ccco4)nc3C)cs2)c1	-1	-1	103	-1	2	nt	-2.3	3	6	-0.3
CCCCCCCC/C=C\CCCCCCCC(=O)NCCO	-7	23	109	4	2	nt	1.2	-5	5	-0.5
Brc1ccc(-c2nnc(-c3cccc(Br)c3)o2)cc1	-5	-2	98	0	2	-1	-0.9	-1	-7	-0.9
Cc1ccc(-n2c(-c3cccnc3)n[nH]c2=S)c(C)c1	0	7	100	-8	-3	27	0.0	-4	-1	-2.3
CCOc1ccc(N2CC(C(=O)Nc3ccc4c(c3)OCCO4)CC2=O)cc1 (configuration not stated)	1	31	nt	2	4	0	1.4	0	1	-2.2
Cc1ccc(C(=O)CN2C(=O)NC3(CCCCCC3)C2=O)c(C)c1	0	1	98	-3	-4	0	-0.3	-3	-4	-1.0
CN(C)c1ccc(C(CNC(=O)Cc2cccc3ccccc23)N(C)C)cc1 (configuration not stated)	-6	27	nt	2	4	23	1.5	4	-11	-0.5
CCCCC1=CC2=C(c3ccco3)C(=O)C(C)(OC(=O)c3ccc(OC)cc3)C(=O)C2=CN1c1ccccc1 (configuration not stated)	-3	3	92	-3	-3	nt	-1.1	1	-8	0.1
CCCNC(=O)C(=O)NCC(c1ccc2c(c1)OCO2)N1CCN(c2ccc(F)cc2)CC1 (configuration not stated)	-1	-18	95	3	-2	-1	1.0	3	2	-1.8

Molecules from the list above with an aryl methoxy group (7):
SMILES	CAL PDZ FP-1	Arrestin-AP2 inh	DSG3 Ab inh	Keap1 Nrf2 FP	V-ATPase pH	NSD2 inh	C-LANA FP	DAGLB inhibitor	Cardiac RTF inh	CAL PDZ FP-2
COc1ccccc1N1CCN(/N=C/c2cc(OC)c(OC)c(OC)c2)CC1	0	-7	110	-4	-3	6	1.9	3	4	0.0
COc1cc2c(cc1OC)C(C(=O)N1CCCC1)C(c1ccccc1F)N(C)C2=O (configuration not stated)	-4	2	102	-2	0	-1	1.5	-1	13	0.3
COc1ccc(/C=C/C(=O)OCC(=O)N2c3ccccc3CC2C)cc1OC (configuration not stated)	nt	nt	102	nt	0	1	nt	-1	nt	nt
COc1ccc(C(CNC(=O)C(C)Oc2ccc(Br)cc2)N2CCCCC2)cc1 (configuration not stated)	-6	-1	nt	-1	0	3	0.2	-1	1	-0.8
COc1ccc(OCC(=O)Nc2cccc(NC(=O)COc3ccc(OC)cc3)n2)cc1	nt	5	95	-1	-5	-4	-0.8	-4	-6	0.0
COc1cccc(Nc2nc(-c3sc(NC(=O)c4ccco4)nc3C)cs2)c1	-1	-1	103	-1	2	nt	-2.3	3	6	-0.3
CCCCC1=CC2=C(c3ccco3)C(=O)C(C)(OC(=O)c3ccc(OC)cc3)C(=O)C2=CN1c1ccccc1 (configuration not stated)	-3	3	92	-3	-3	nt	-1.1	1	-8	0.1
